PAX8 inh HTS – lowers PAX8-driven luciferase in RMG-I cells; inhibition, % at 12.6 µM; 360,000 tested, 1.2% active; RMG-I TPO-luciferase reporter, SteadyGlo, 24 h;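 active means mean replicate inhibition at least 60% with every replicate also reaching 60%; inconclusive means only one of the two criteria is met; inactive means mean below 60% and not all replicates reaching 60%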;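 further: luciferase light reporting Pax8 driven TPO promoter activity; plate controls were median of neutral control wells for no effect and mitoxantrone controls for full effect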
DENV2 CPE rescue – protects cells from dengue virus 2 cytopathic effect. CPE inhibition, % at 9.99 µM. 350,000 tested, 1.7% active. DENV2-infected cells, cytopathic effect rescue, plate reader; in the data active means CPE inhibition above about 20%, passing the limit was not always enough; inconclusive means no clear call, values can overlap the other calls; tested in BHK-21 cells;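 further: 0% = median of neutral control wells and 100% = median of positive control wells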
Casp6 inh – inhibitors of human caspase-6; inhibition, % at 12.5 µM; purified caspase-6, Z-VEID-R110 cleavage fluorescence; P55212; 350,000 tested, 0.53% active;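 active means mean inhibition across replicates at least about 35%, with every replicate also reaching that limit, limit read from the data; inconclusive means only one of the two criteria met; inactive means neither criterion met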;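 further: 0% = median of neutral control wells and 100% = no fluorescence left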
Target sequence (P55212 24-179 limits assumed): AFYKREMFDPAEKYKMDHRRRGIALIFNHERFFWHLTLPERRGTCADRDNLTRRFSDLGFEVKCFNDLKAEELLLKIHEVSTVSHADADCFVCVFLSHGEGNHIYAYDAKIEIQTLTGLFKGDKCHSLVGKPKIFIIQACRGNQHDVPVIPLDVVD
Target sequence (P55212 194-293 limits assumed): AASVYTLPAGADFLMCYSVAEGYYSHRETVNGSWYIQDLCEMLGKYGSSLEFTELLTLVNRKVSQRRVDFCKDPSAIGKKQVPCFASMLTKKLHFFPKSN
LGR2 inh – blocks bursicon-induced cAMP signaling via Drosophila LGR2; inhibition, % at 9.99 µM; HEK293 LGR2, CRE-luciferase, bursicon-stimulated, 4 h; 380,000 tested, 0.35% active;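 active means drop in luminescence signal, shown as inhibition above about 50% in the replicate tests, limit read from the data, passing the limit was not always enough; inconclusive means probably only some replicates passing the limit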;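 further: agonist challenge used bursicon conditioned medium at about half maximal strength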
SIRT5 inh – sirtuin-5 (human) deacylase inhibition. Purified SirT5, succinyl-peptide AMC, trypsin-coupled fluorescence. inhibition, % at 15 µM. Q9NXA8. 330,000 tested, 1.1% active; in the data active means inhibition above about 15%; inconclusive means no clear call, values can overlap the other calls
Target sequence (Q9NXA8 whole entry, looked up): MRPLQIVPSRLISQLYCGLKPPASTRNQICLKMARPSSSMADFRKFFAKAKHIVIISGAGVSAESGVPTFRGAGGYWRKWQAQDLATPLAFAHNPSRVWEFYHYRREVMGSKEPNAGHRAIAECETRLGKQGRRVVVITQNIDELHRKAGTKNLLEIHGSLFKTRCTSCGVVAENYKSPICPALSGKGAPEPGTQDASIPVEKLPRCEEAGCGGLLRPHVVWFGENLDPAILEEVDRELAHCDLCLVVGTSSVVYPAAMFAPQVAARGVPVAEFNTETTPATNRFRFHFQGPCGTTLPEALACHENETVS
ARNT TACC3 PPI – ARNT/TACC3 interaction disruption. Q9Y6A5. AlphaScreen His-ARNT PAS-B/GST-TACC3 binding, luminescence; TACC3 fragment carries E629A point mutation. inhibition, % at 9.99 µM. 390,000 tested, 0.66% active. AID 623870;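 active means mean inhibition of replicates at least 50% and at least half of replicates each reaching 50%; inconclusive means half or more replicates reach 50% but mean below 50%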;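 further: 0% = complete ARNT plus TACC3 wells and 100% = ARNT alone without TACC3; many hits fall short of the cut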
EWS-Fli inh – EWS/Fli transcriptional activity inhibition | A673 NR0B1-luciferase reporter, viability-normalised | inhibition, % at 12.6 µM | 350,000 tested, 0.67% active | AID 651661;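 active means mean inhibition of at least 50% after viability correction, with every replicate also passing that limit; inconclusive means mean reaches 50% but only one of two replicates passes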;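 further: firefly luciferase signal divided by Alamar Blue viability fluorescence both relative to DMSO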
Starred values were filed as active, the others as inactive; ? = inconclusive; nt = not tested or not shown.

Each structure is followed by: PAX8 inh HTS, DENV2 CPE rescue, Casp6 inh, LGR2 inh, SIRT5 inh, ARNT TACC3 PPI, EWS-Fli inh
[1] C=CCN(N=Nc1cccc([N+](=O)[O-])c1)c1cccc([N+](=O)[O-])c1
 : nt, nt, -1, -1, -8, 2, -3
[2] CC(C)(C)OC(=O)NCCCCCNC(=O)c1nc[nH]c1C(=O)N1CCN(c2ccccc2)CC1
 : 5, 8, 0, -13, nt, -1, 7
[3] Cc1cccc(CN2CCSc3sccc3C2=O)c1
 : -3, 3, 2, -45, 0, -2, -12
[4] COc1cccc(NC(=O)CCC2CCN(C(=O)c3sccc3C)CC2)c1
 : 4, 11, 3, 2, 1, 0, 4
[5] Brc1ccc([C@H]2C=C[C@H]3CCCN4CC[C@H]2[C@@H]3[C@]42CO2)cc1
 : 15, 3, 0, 9, -3, nt, 8
[6] O=S(=O)(c1cccc(F)c1)N1CC[C@@H]2[C@@H](CO)Nc3ccc(Br)cc3[C@@H]21
 : 2, -12, -2, 17, 1, 4, 0
[7] CC1CCN(c2ncccc2C(=O)O)CC1
 : nt, 1, -2, 13, -1, -11, 7
[8] O=C(O)C(O)C(O)c1nc2ccccc2[nH]1 (configuration not stated)
 : 19, -1, 0, nt, -1, -8, 3
[9] O=c1cc(Cc2nnc(SCc3ccccc3)n2-c2ccc(Cl)cc2)[nH]c(=O)[nH]1
 : 31, -3, 4, 8, -3, nt, 14
[10] CCCC(=O)Nc1nc(CC(=O)OCC)cs1
 : -14, nt, 4, 20, -1, 3, 6

New compounds follow.
Each structure is followed by: PAX8 inh HTS, DENV2 CPE rescue, Casp6 inh, LGR2 inh, SIRT5 inh, ARNT TACC3 PPI, EWS-Fli inh
[11] O=C(Nc1ncccn1)c1cc(-c2cccc(Br)c2)nc2ccccc12
 : 22, nt, nt, 15, nt, -8, nt
[12] COc1cccc(CC(=O)N2CCN(S(=O)(=O)c3ccc(Br)cc3)CC2)c1
 : 7, -5, -4, 28, 2, -7, 1
[13] CC(C)C(=O)N1CCC(Cc2ccccc2)CC1
 : -25, -1, 1, -1, -1, -22, 1
[14] COc1ccccc1-c1cn(CC[C@H]2CC[C@@H](NC(=O)c3ccccc3F)[C@@H](CO)O2)nn1
 : 23, 0, 2, -3, -2, 2, 9
[15] O=C(Nc1nnc(C2CC2)s1)C1CCCO1 (configuration not stated)
 : 12, 17, -1, -18, -3, 0, -9
[16] Cc1cccc(C2(c3cccc(C)c3)CC2C(=O)Nc2ccc([N+](=O)[O-])cc2O)c1 (configuration not stated)
 : 95*, nt, nt, 36, nt, -12, nt
[17] Cc1cccc(NC(=O)CSCC(=O)Nc2cc(Cl)ccc2N2CCOCC2)c1
 : 9, 0, 4, 3, -2, 7, 10
[18] CCCC1(C)NC(=O)c2ccccc2O1 (configuration not stated)
 : 25, 0, 9, -16, 0, -2, 0
[19] CC1Cc2cc(/C(O)=C3/C(=O)C(=O)N(CCN4CCOCC4)C3c3ccc([N+](=O)[O-])cc3)ccc2O1 (configuration not stated)
 : -46, 4, -1, 12, 3, -1, nt
[20] CC(=O)N(C)C[C@@H]1Oc2ncc(C#Cc3ccccc3F)cc2C(=O)N([C@H](C)CO)C[C@H]1C
 : nt, -3, -2, 18, -2, -7, -3

Record cards (already shown). Values in the order: PAX8 inh HTS	DENV2 CPE rescue	Casp6 inh	LGR2 inh	SIRT5 inh	ARNT TACC3 PPI	EWS-Fli inh
COc1cccc(CC(=O)N2CCN(S(=O)(=O)c3ccc(Br)cc3)CC2)c1 in the list: 7	-5	-4	28	2	-7	1
Cc1cccc(C2(c3cccc(C)c3)CC2C(=O)Nc2ccc([N+](=O)[O-])cc2O)c1 (configuration not stated) in the list: 95*	nt	nt	36	nt	-12	nt

More results follow.
Each structure is followed by: PAX8 inh HTS, DENV2 CPE rescue, Casp6 inh, LGR2 inh, SIRT5 inh, ARNT TACC3 PPI, EWS-Fli inh
[21] Cc1cn(CC(=O)N2CCN(c3ccccn3)CC2)c(=O)[nH]c1=O
 : 8, 2, 0, 8, -4, 3, -6
[22] Cc1ccc2oc(=O)c3cc(C(=O)NCCN4CCN(C)CC4)sc3c2c1
 : -122, -8, -11, 19, nt, -6, -10
[23] Cc1sc2nc(CSCC(=O)Nc3c(Cl)cccc3Cl)[nH]c(=O)c2c1C
 : 1, nt, nt, -22, nt, 3, nt
[24] CC1C(=O)N2CCCc3cc(NC(=O)C4CC4)cc1c32 (configuration not stated)
 : -1, -1, 0, -8, -1, -3, 2
[25] O=C(CCc1nnc(C2(c3ccc(Cl)cc3)CCC2)o1)NC1CC1
 : -2, -2, -6, -3, -4, -1, 5
[26] COc1ccc(NC(=O)Nc2cccc3c2O[C@H](CN(C)S(=O)(=O)c2c(C)noc2C)[C@@H](C)CN([C@H](C)CO)C3=O)cc1
 : -15, 5, 6, -15, 0, 3, 3
[27] COCC(=O)Nc1ccc2c(c1)C(=O)N(C)[C@@H]1CC[C@H](CC(=O)NCc3cccc(F)c3)O[C@H]1CO2
 : -16, 7, nt, 11, nt, 1, 7
[28] COc1ccccc1N(C)S(=O)(=O)c1ccc(C(=O)Nc2nnc(C)s2)cc1
 : 10, ?, -1, 12, -2, -5, 5
[29] CC1CCCCC1NC(=O)CSc1nnnn1C (configuration not stated)
 : nt, 3, -1, 6, 5, 5, 1
[30] O=C(COC(=O)Cc1c[nH]c2ccccc12)Nc1ccccc1
 : -11, 5, -3, -3, -2, 5, -9

A different layout for some results above.
#27 COCC(=O)Nc1ccc2c(c1)C(=O)N(C)[C@@H]1CC[C@H](CC(=O)NCc3cccc(F)c3)O[C@H]1CO2
  PAX8 inh HTS = -16	DENV2 CPE rescue = 7	Casp6 inh = nt	LGR2 inh = 11	SIRT5 inh = nt	ARNT TACC3 PPI = 1	EWS-Fli inh = 7
#28 COc1ccccc1N(C)S(=O)(=O)c1ccc(C(=O)Nc2nnc(C)s2)cc1
  PAX8 inh HTS = 10	DENV2 CPE rescue = ?	Casp6 inh = -1	LGR2 inh = 12	SIRT5 inh = -2	ARNT TACC3 PPI = -5	EWS-Fli inh = 5
#29 CC1CCCCC1NC(=O)CSc1nnnn1C (configuration not stated)
  PAX8 inh HTS = nt	DENV2 CPE rescue = 3	Casp6 inh = -1	LGR2 inh = 6	SIRT5 inh = 5	ARNT TACC3 PPI = 5	EWS-Fli inh = 1
#30 O=C(COC(=O)Cc1c[nH]c2ccccc12)Nc1ccccc1
  PAX8 inh HTS = -11	DENV2 CPE rescue = 5	Casp6 inh = -3	LGR2 inh = -3	SIRT5 inh = -2	ARNT TACC3 PPI = 5	EWS-Fli inh = -9

More compounds
Each structure is followed by: PAX8 inh HTS, DENV2 CPE rescue, Casp6 inh, LGR2 inh, SIRT5 inh, ARNT TACC3 PPI, EWS-Fli inh
[31] COc1ccc(CN(C)C(=O)Cn2cnc3c(OCc4ccccc4)ncnc32)cc1OC
 : 23, -6, -2, -7, -2, 6, 4
[32] CC1CCCCN1CCCNC(=O)c1ccc(NC(=O)C2=CSCCO2)cc1 (configuration not stated)
 : -16, 4, -10, 6, -2, -2, nt
[33] Cc1ccc(OCCN2CCNCC2)c([N+](=O)[O-])c1
 : 12, -3, nt, -1, -4, 2, -2
[34] COc1ccc(N2C(=O)c3ccccc3NC2c2ccc(OC)c(CSc3ccccn3)c2)cc1 (configuration not stated)
 : nt, -5, 2, -1, -5, 1, -23
[35] O=C(Cn1cc(Br)ccc1=O)Nc1ccc2c(c1)OCO2
 : 7, -6, 0, 5, 5, -13, -6
[36] Cc1cccc(N2CCN(C(=O)CN(C)S(=O)(=O)c3ccc4c(c3)CCC(=O)N4)CC2)c1C
 : -2, -6, 7, 16, -3, -12, 5
[37] C[C@@H]1CN([C@H](C)CO)C(=O)c2cc(NC(=O)Nc3cccc4ccccc34)ccc2O[C@@H]1CN(C)Cc1ccncc1
 : -1, 11, 0, 0, 9, 0, nt
[38] O=C(Cc1cccc2ccccc12)Nc1ccc(OC(F)F)c(Cl)c1
 : 27, 5, 3, -1, nt, -6, -12
[39] COc1ccc(CC(Cc2ccc(OC)c(OC)c2)NC=O)cc1OC
 : 8, 13, nt, -27, -5, nt, -8
[40] C[C@@H]1CN([C@@H](C)CO)C(=O)c2cccc(NC(=O)c3ccncc3)c2O[C@H]1CN(C)C(=O)NC1CCCCC1
 : -15, 1, 0, 8, 4, -5, 1

Continuation:
Each structure is followed by: PAX8 inh HTS, DENV2 CPE rescue, Casp6 inh, LGR2 inh, SIRT5 inh, ARNT TACC3 PPI, EWS-Fli inh
[41] C[C@H](CO)N1C[C@H](C)[C@@H](CN(C)Cc2ccncc2)Oc2c(NC(=O)C3CCOCC3)cccc2C1=O
 : 3, -6, 1, 13, 1, -1, 12
[42] COCCn1c(=S)[nH]c2cc(C(=O)NC3CCCCCC3)ccc2c1=O
 : 6, -2, -1, 7, nt, nt, -1
[43] Cn1c(-c2ccc3c(c2)OCO3)cnc1NCc1cccc(O)c1
 : -59, 3, 2, -26, -2, 10, -35
[44] Cc1cccc(CN(C)C[C@@H]2Oc3ncc(/C=C/c4ccccc4)cc3C(=O)N([C@H](C)CO)C[C@@H]2C)c1
 : nt, 2, 1, 8, 2, 8, 10
[45] COc1ccc2c3c(n(C)c2c1)[C@@H](CO)N(C)CC31CCN(S(=O)(=O)c2cccc(F)c2)CC1
 : -2, 2, 3, 7, 2, nt, 3
[46] COc1ccc(CN(C)C(=O)c2cc(-c3ccccc3)nc3ccc(C)cc23)c(OC)c1
 : 53, -1, 6, nt, -1, nt, 13
[47] COc1cccc(S(=O)(=O)N2C[C@@H](O)COC[C@@H]3O[C@H](CC(=O)N4CCN(c5ccccc5)CC4)CC[C@H]32)c1
 : 0, -3, -3, 1, -9, 14, 0
[48] CCOc1ccccc1N(CC(=O)NCCc1ccc(OC)cc1)S(=O)(=O)c1ccc(C)cc1
 : 18, 1, 2, -12, 0, nt, 18
[49] CCc1ccc(N(CC(=O)N2CCOCC2)S(C)(=O)=O)cc1
 : 12, 3, -2, 9, -1, -7, 3
[50] COc1ccccc1NC(=O)N1CC(=O)N2[C@H](C1)[C@H](c1ccc(-c3ccc(C)cc3)cc1)[C@@H]2CO
 : 18, 4, -2, -11, -3, nt, 9

New compounds follow.
Each structure is followed by: PAX8 inh HTS, DENV2 CPE rescue, Casp6 inh, LGR2 inh, SIRT5 inh, ARNT TACC3 PPI, EWS-Fli inh
[51] OC(COC(c1ccc(Cl)cc1)c1ccc(Cl)cc1)CN1CCN(c2ccccn2)CC1 (configuration not stated)
 : 16, 45*, -4, -7, -3, 2, 3
[52] CSc1ccccc1NC(=O)CN(C)Cc1cccc(Cl)c1
 : 6, 4, 1, 5, nt, 11, 2
[53] Cc1cccc(NC(=O)CCNS(=O)(=O)c2ccc3[nH]c(=O)oc3c2)c1
 : 4, -1, 7, 18, 11, 3, nt
[54] O=C(Cn1c(=O)cnc2ccccc21)NNC(=O)c1ccccc1Cl
 : 25, 9, -2, 2, -1, -3, 8
[55] CCc1cc2ccc(C)cc2nc1SCC(=O)NC1CCCC1
 : -2, -1, -1, -1, 1, -1, 5
[56] CC12COC3(C(=O)Nc4ccc([N+](=O)[O-])cc4)CC1CCC32C (configuration not stated)
 : 10, ?, 0, nt, -5, -1, 12
[57] C[C@@H]1CCCCO[C@H](CN(C)C(=O)C2CCCCC2)[C@@H](C)CN([C@@H](C)CO)C(=O)c2cc(NC(=O)Cc3ccccc3)ccc2O1
 : 0, 1, 4, 3, 1, -1, 7
[58] Cc1ccc(S(=O)(=O)Nc2ccc(C(=O)NC3CC3)cc2)cc1
 : 13, 7, 2, 29, 1, -3, nt
[59] C[C@H](CO)N1C[C@H](C)[C@H](CN(C)S(=O)(=O)c2cn(C)cn2)Oc2c(NC(=O)Nc3ccc4c(c3)OCO4)cccc2C1=O
 : nt, 1, -1, 5, 0, -2, -15
[60] CCOc1ccc(N(CC(=O)NCCSCc2ccco2)S(=O)(=O)c2ccc(C)cc2)cc1
 : nt, 14, -1, 9, -2, 0, -2
[61] CC(C)NC(=O)N1CC[C@@H]2[C@H]1c1cc(C#Cc3cccnc3)ccc1N(C)[C@@H]2CO
 : 7, nt, nt, -37, nt, -4, -12
[62] COc1ccccc1C1OCC(C)([N+](=O)[O-])CO1 (configuration not stated)
 : 7, 6, 1, -2, -6, -3, -1
[63] COc1ccc(CNC(=O)c2ccc(CNc3c(NC4CCCCC4)c(=O)c3=O)cc2)cc1
 : 24, -4, -4, 11, nt, -8, 11
